# Compound activity (PubChem BioAssay)
# PI5P4Ka inh = inhibitors of human PI5P4K alpha. AID 652105. max response, %. 1.2% of 330,000 active. PI5P4Kalpha enzyme, ADP-Glo luminescence, 60 min; active compounds read low. P48426; active = max response of -50% or lower; inconclusive = between -30% and -50%; inactive = -30% or higher; also: value at the top dose of about 77 µM; % is scaled to controls: 0 for no effect and ±100 for the full control effect
# Target sequence (P48426 whole entry, looked up): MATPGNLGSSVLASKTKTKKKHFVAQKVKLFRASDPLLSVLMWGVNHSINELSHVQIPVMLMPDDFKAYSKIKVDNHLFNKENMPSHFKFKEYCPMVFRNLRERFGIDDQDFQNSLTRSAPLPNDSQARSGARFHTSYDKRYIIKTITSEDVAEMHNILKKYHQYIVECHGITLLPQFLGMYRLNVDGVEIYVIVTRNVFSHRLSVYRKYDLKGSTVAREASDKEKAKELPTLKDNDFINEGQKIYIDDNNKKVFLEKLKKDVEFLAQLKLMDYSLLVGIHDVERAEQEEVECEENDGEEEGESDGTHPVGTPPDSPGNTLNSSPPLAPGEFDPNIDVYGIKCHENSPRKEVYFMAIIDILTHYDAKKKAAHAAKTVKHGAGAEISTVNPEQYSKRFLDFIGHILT
#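 ADP-Glo luminescence end-point read after a 60 min room-temperature kinase reaction of PI5P4Kalpha plus substrate, initiated with ATP at 5 microM final. Buffer: 0.038 M HEPES pH 7.4, EGTA, 0.1% CHAPS, 5% DMSO.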
# IL-2 act = activates IL-2 in a cell-based reporter assay; IL-2 activation reporter assay, cell-based qHTS; stimulated with anti-CD3/CD4/CD28 beads; in transgenic mouse T cells; activation, % (series mostly up to about 46 µM); 0.065% of 360,000 active; AID 652025; in the data active = activation above about 50%; inconclusive = mostly about 30% to 49%; also: 0% is about no effect
#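 Quantitative HTS in unstimulated transgenic mouse T cells, with memory T cells as non-tolerant control and PMA/ionomycin as tolerance-bypass control. Compound pretreatment lasted 60 minutes before 18 h bead stimulation; EGFP/DsRed fluorescence read.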
# GLP1R inv ag = GLP-1 receptor (human) inverse agonism; P43220; HEK293 GLP-1R CRE-luciferase, luminescence, 24 h; GLP-1R form is constitutively active; Potency, µM (series often up to 38.3 µM), without a hit: top-dose activity change, negative = inhibition, hits mostly inhibitors; 1.6% of 410,000 active; also: potency is read from the fitted curve at half-maximal effect; % is scaled to controls: 0 for no effect and ±100 for the full control effect; nearly all actives have a fitted effect of over 55% in size
#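 Inverse agonists were sought by their lowering of basal cAMP reporter luciferase output in HEK293 cells stably carrying constitutively active human GLP-1R, after 24 h compound treatment.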
# PLK1 PBD block = PLK1 (human) polo-box domain binding inhibition; Plk1 PBD binding of FITC phosphopeptide, fluorescence polarization; Potency, µM, without a hit: max response, negative = inhibition, most hits filed as inhibitors; AID 720504; 2.8% of 360,000 active; also: potency is read from the fitted curve at half-maximal effect; series mostly up to about 57 µM; % is scaled to controls: 0 for no effect and ±100 for the full control effect; nearly all actives have a fitted effect of over 65% in size
# EPAC1 antag = EPAC1 (human) antagonism. O95398. EPAC1 GEF assay, Rap1b-BODIPY-GDP exchange fluorescence. Potency, µM (titrated, usually from 115 µM), without a hit: at the top dose activity change, negative = inhibition, hits mostly inhibitors. 0.14% of 360,000 active;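 also: potency is read from the fitted curve at half-maximal effect; plate controls were vehicle for no effect and positive control for full effect; nearly all actives have a fitted effect of over 50% in size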
# GLP-1R agonist = GLP-1 receptor (human) agonism | P43220 | 0.007% of 380,000 active | HEK293 GLP-1R CRE-luciferase, luminescence, 4-6 h; cells express a hypersensitive GLP-1R form | Potency, µM (series often up to 45.6 µM), without a hit: at the highest dose activation, most hits filed as activators; also: potency is read from the fitted curve at half-maximal effect; % of control where 0% means no effect
# PTHR1 agonist = PTHR1 (human) receptor agonism; Q03431; HEK293 GP2 PTHR1 cells, GloSensor cAMP luminescence, 1 h; Potency, µM (titrated, usually from 115 µM), for inactives: top-dose activation, usual class: activators; 0.075% of 410,000 active; AID 743266; also: potency is read from the fitted curve at half-maximal effect; nearly all actives have a fitted effect of over 55% in size; some results filed as inactive show a strong effect at the top dose; inactives centre near -15; many of its hits are not listed in these tables
# Target sequence (Q03431 whole entry, looked up): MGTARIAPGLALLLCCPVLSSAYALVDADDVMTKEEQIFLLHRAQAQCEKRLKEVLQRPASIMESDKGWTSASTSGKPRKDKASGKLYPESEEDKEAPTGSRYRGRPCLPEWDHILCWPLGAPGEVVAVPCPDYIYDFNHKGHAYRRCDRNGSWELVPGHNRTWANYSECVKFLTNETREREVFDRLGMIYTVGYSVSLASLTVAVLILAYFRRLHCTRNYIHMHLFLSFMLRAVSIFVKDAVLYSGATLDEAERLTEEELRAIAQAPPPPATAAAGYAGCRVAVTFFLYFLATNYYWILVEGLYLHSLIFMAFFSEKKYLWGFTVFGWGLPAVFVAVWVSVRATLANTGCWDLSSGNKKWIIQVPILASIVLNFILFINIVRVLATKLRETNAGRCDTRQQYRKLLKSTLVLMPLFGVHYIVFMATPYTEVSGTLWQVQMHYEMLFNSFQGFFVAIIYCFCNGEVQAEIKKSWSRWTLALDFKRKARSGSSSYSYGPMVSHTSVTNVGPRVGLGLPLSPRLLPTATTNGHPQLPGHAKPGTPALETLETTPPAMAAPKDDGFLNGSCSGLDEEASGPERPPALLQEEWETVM
#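 HEK-293-derived GP2 cells expressing PTHR1 and a GloSensor cAMP reporter, 3,000/well, plated overnight, given luciferin plus IBMX (each 0.5 mM as added) for 1 h at 37 °C, then compound for 1 h at 37 °C. Luminescence was read after 15 min at room temperature.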
# EPAC1 ag = activates human EPAC1 exchange factor; O95398; EPAC1 agonist qHTS, biochemical assay; response scale: 100% = response to 6.5 mM cAMP; Potency, µM (titrated, usually from 154 µM), without a hit: at the top dose activation, hits mostly activators; 0.073% of 360,000 active; AID 720707; also: potency is read from the fitted curve at half-maximal effect; nearly all actives have a fitted effect of over 60% in size
#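 Read-out is the fluorescence drop as BODIPY-GDP leaves Rap1B (480 nm excitation, 540 nm emission), recorded every 5 minutes over 30 minutes. Reactions held 100 nM EPAC1, 250 nM Rap1B–BODIPY-GDP and 50 uM GDP, with 6.5 mM cAMP setting full activation.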
# GLP1R cytotox = cytotoxic in the GLP-1 receptor inverse agonist counter-screen; HEK293 cAMP-luciferase reporter cells, luminescence, 24 h; Potency, µM (series often up to 38.3 µM), for the others: at the top dose activity change, negative = inhibition, most hits filed as inhibitors; 0.13% of 410,000 active; AID 624418;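 also: loss of luciferase light is scored as toxicity; potency is read from the fitted curve at half-maximal effect; % is scaled to controls: 0 for no effect and ±100 for the full control effect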
#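 Compound-treated cells are incubated 24 hr at 37 deg C under 5% CO2 after a 12 hour attachment period, then luciferase detection reagent is added and luminescence is measured following 12 min at room temperature; lowered signal indicates toxicity.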
# Numbers without * were called inactive; i = inactive; ? = inconclusive; · = no result given; [ ] = another dose, or the depositor's remark. Unless noted, calls follow the shape of the dose curve; as a rule, active = well fitted curve in the direction sought with a large enough effect; inconclusive = small, poorly fitted or top-dose-only effect, or another doubt; inactive = no such curve, though single readings can be large; an effect the other way counts as inactive or inconclusive. This is a subset, so the mix of outcomes need not match the whole.
# Values run as follows: PTHR1 agonist	PLK1 PBD block	EPAC1 ag	GLP1R inv ag	GLP1R cytotox	EPAC1 antag	IL-2 act	PI5P4Ka inh	GLP-1R agonist
> CCN(CC(=O)NCc1cccs1)C(=O)C1CC(=O)N(c2ccc(OC)cc2OC)C1 (stereo not given)
  -23.0%	-14.5%	7.9%	5.9%	-4.9%	2.7%	-1.7	-0.2	5.6%
> N[C@@H](Cc1ccc(O)cc1)c1nnc([C@H](CCC(=O)O)NC(=O)C2CCNCC2)o1
  i	-2.0%	-6.7%	1.1%	-6.2%	-8.1%	0.3	0.1	-4.9%
> Cc1ccc(S(=O)(=O)N2CCOCC2)cc1NC(=O)COC(=O)c1ccc(Br)o1
  -22.2%	4.0%	6.7%	2.3%	-16.2%	8.1%	-5.2	0.0	-17.9%
> O=C1CSC(c2ccc(Cl)cc2)N1c1cccnc1 (stereo not given)
  -35.1%[inhibitor]	0.7%	-5.1%	-3.3%	-2.8%	10.5%	-3.8	4.8	0.0%
> COc1ccccc1NC(=O)Nc1ccc(CC#N)cc1
  -22.7%	4.7%	-2.0%	0.0%	1.3%	11.2%	0.9	0.5	12.0%
> COc1cc2c(C)nc(C)c(C#N)c2cc1OC
  i	-5.9%	14.3%	43.1%[activator]	-19.7%	0.0%	0.2	5.8	0.0%
> Cc1cccc(OCC(=O)NC(Cc2ccccc2)C(=O)O)c1 (stereo not given)
  -14.0%	-7.7%	1.6%	9.8%	-13.4%	9.6%	0.6	7.2	0.1%
> CC1CC(=O)C=C(O)C1C(=O)OC(C)(C)C (stereo not given)
  -21.4%	-9.9%	-0.1%	-0.1%	8.0%	1.7%	0.7	-5.8	0.0%
> COc1cc(NC(=O)C2CCN(S(=O)(=O)c3cccs3)CC2)c(C(=O)O)cc1OC
  -12.9%	-0.7%	4.5%	14.6%	5.0%	7.9%	-1.5	-6.1	-5.8%
> O=C(CN(c1ccccc1F)S(=O)(=O)c1ccccc1)N1CCCCCC1
  i	-4.0%	5.3%	?	-26.6%	-0.1%	0.5	1.5	-0.3%
> CN1CCN(CCC(=O)N/N=C/c2cc3c(cc2[N+](=O)[O-])OCO3)CC1
  -20.3%	2.6%	-8.0%	17.5%	-14.5%	-12.0%	1.3	-4.5	4.2%
> CCC(C)C(=O)N1CCCC(c2nc(-c3cccs3)no2)C1 (stereo not given)
  -11.6%[57.5 µM]	-4.3%	-4.9%	-15.8%	1.1%	-5.5%	-1.8	-5.8	-1.4%
> Cc1cc(C)cc(NC(=O)CN(Cc2ccccc2)S(C)(=O)=O)c1
  i	-7.4%	6.4%	?	2.9%	-14.9%	0.0	0.4	-2.7%
> Cc1c(Cl)cccc1NC(=O)CCC(=O)N/N=C/c1ccc[nH]1
  -12.3%	-7.1%	-2.8%	?	-6.1%	1.5%	-2.2	-17.8	-10.9%
> CNC(=O)CCn1nc(-c2ccccc2)c2ccccc2c1=O
  -0.6%[57.5 µM]	-18.5%	2.5%	39.1%[activator]	10.9%	-5.8%	2.3	8.3	-2.7%
> COC(=O)CSc1nc2c(c(=O)n(C)c(=O)n2C)n1CCCc1ccccc1
  i	1.0%	0.4%	19.4%	-5.0%	15.7%	1.3	4.3	4.7%
> COC(=O)c1ccc(NC(=O)Cn2nc(C)c3ccccc3c2=O)cc1
  -14.6%	-0.1%	0.4%	-2.5%	1.1%	-1.0%	0.6	1.7	7.1%
> O=C(CC1Oc2ccccc2NC1=O)NCCCN1CCOCC1 (stereo not given)
  i	-7.5%	16.2%	2.5%	1.3%	-16.9%	-0.7	-0.1	-0.2%
> COc1cccc(/C=C/C(=O)NCc2cn3cc(Cl)ccc3n2)c1OC
  -13.9%	-4.4%	-4.0%	13.2%	-1.9%	4.7%	-4.0	-2.8	8.5%
> COCCNc1nnnc2c1sc1nc(N3CCOCC3)c3c(c12)CC(C)(C)OC3
  i	1.1%	1.1%	127.1%[activator]	-7.4%	-5.1%	-0.6	-5.1	24.9%
> CC12CC3(C)CC(C)(C1)CC(C(=O)NC(=S)NC(C)(C)C)(C2)C3
  -20.1%	-5.5%	-8.2%	1.6%	6.1%	-21.5%	-0.5	-0.3	-7.9%
> Clc1cccc(/C(Cc2nc3ccccc3[nH]2)=N\Nc2ccccc2)c1
  -6.4%	-10.0%	16.2%	?	-1.9%	-20.1%	1.5	1.4	-8.7%
> CCCCCCn1cc(C(=O)O)c(=O)c2cc(F)c(N3CCN(C)CC3)cc21
  i	-7.4%	8.4%	8.7%	-4.0%	-16.3%	-0.9	0.4	-6.9%
> Cc1nc(Nc2ccc(S(N)(=O)=O)cc2)sc1C(=O)Nc1ccccc1
  -9.8%	0.5%	12.5%	?	-13.3%	0.7%	-1.1	2.3	23.8%
> COc1cnc(-c2ccccn2)nc1Sc1cccc(Cl)c1
  i	-2.8%	7.1%	?	?	-0.7%	2.6	·	-7.7%
> CC(=O)Nc1ccc(S(=O)(=O)NCC(=O)OCC(=O)N2CCc3ccccc32)cc1
  i	-2.8%	-1.4%	-0.9%	-10.4%	5.4%	-3.0	-8.6	-4.2%
> O=C(Nc1ccc(Br)cc1)NC1CCCCCCC1
  -34.5%[inhibitor]	3.5%	-10.0%	-15.8%	-7.3%	-21.4%	-2.5	-5.2	-4.6%
> COc1ccc(/C=c2\sc3nc(-c4ccccc4OC)nn3c2=O)c(OC)c1
  -24.9%	-21.2%	11.5%	7.2%	5.6%	-4.9%	27.4	-4.8	-10.3%
> CN(C)c1ccc(/C=N/N=C2/NC(=O)/C(=C/c3ccc([N+](=O)[O-])cc3)S2)cc1
  -9.4%	-28.7%	3.7%	?	-11.4%	11.0%	-2.2	-24.8	-45.8%[inhibitor]
> COc1ccc(CSC(=N)N)cc1[N+](=O)[O-]
  i	-5.2%	1.9%	-17.5%	?	10.3%	0.3	-6.0	-9.5%
> COc1ccc(CNC(=O)C2CCN(C(=O)c3ccco3)CC2)cc1
  -2.3%	-5.6%	0.3%	16.1%	-6.3%	-2.8%	0.1	-9.1	8.7%
> COc1cccc(CNC(=O)COC(=O)c2ccc(N3CCCC3=O)cc2)c1
  -16.6%	-8.9%	10.9%	36.7%[activator]	-8.2%	-7.4%	-1.6	-1.2	3.3%
> NNC(=O)c1sc(-c2ccc(Cl)cc2)cc1N
  i	0.3%	-11.7%	-15.1%	52.9%[activator]	0.0%	-1.5	-0.7	7.1%
> CCN(CC)CCNC(=O)C1CCC(=O)N(c2ccc(OC)cc2)C1c1ccc(F)cc1 (stereo not given)
  i	-10.0%	5.5%	-11.8%	-5.2%	-2.2%	-3.1	-1.1	5.8%
> O=C(C1Cc2ccccc2CN1C(=O)c1ccccc1)N1CCN(c2ccccc2)CC1 (stereo not given)
  -17.7%	0.1%	3.1%	-28.3%	-55.8%	-11.8%	2.0	-23.9	0.5%
> Cc1cccc(CSC2=NCCN2S(=O)(=O)c2ccc(F)cc2)c1
  -65.3%[inhibitor]	-2.8%	14.2%	?	9.4%	-9.0%	-4.5	1.1	14.1%
> CCC(=O)Nc1nnc(CSCc2ccc(F)cc2)s1
  -51.1%[inhibitor][57.5 µM]	-10.5%	7.1%	5.9%	-3.5%	0.1%	0.4	-5.2	0.5%
> O=C(NCCCN1CCOCC1)c1cc(-c2ccc(F)cc2)no1
  3.2%	-8.5%	0.7%	54.6%[activator]	1.0%	-1.1%	-2.2	-3.6	11.1%
> CCCCCCCCCCCCN1[C@@H](CC(C)=O)c2cc(C(F)(F)F)ccc2S1(=O)=O
  -8.5%	8.1%	-33.5%[inhibitor]	-6.1%	0.2%	-21.3%	-0.8	17.2	-1.1%
> COC(=O)c1ccc(NC(=O)Nc2ccccc2C)cc1
  -84.7%[inhibitor]	-8.5%	0.1%	-26.2%[7.66 µM]	5.9%[7.66 µM]	-6.1%	-0.6	6.5	-0.4%
> Cc1cccc(-c2nc(CN3CCN(C(=O)C4CCCO4)CC3)cs2)c1 (stereo not given)
  -51.8%[inhibitor]	-11.2%	11.6%	0.0%	8.0%	-13.7%	-3.5	-5.9	1.5%
> O=C(NCc1ccccc1)NC(=O)c1ccc(Cl)cc1
  -10.9%	0.6%	-10.2%	13.7%	-11.2%	26.3%	-3.4	0.7	0.8%
> Cn1cccc1/C=N/NC(=O)c1ccc[n+]([O-])c1
  8.3%	7.9%	-9.2%	50.6%[activator]	0.3%	-9.1%	1.0	-0.1	-5.2%
> Cc1ccc(SCC(=O)Nc2ccc(N3CCN(c4ccccc4)CC3)c(F)c2)cc1
  -13.7%	-7.5%	-0.2%	0.0%	9.6%	1.0%	-0.9	-2.8	-14.3%
> Cc1nc(N2CCN(S(=O)(=O)c3ccccc3)CC2)c2c3c(sc2n1)CC(C)CC3 (stereo not given)
  i	-0.7%	-3.6%	13.4%	-1.0%	-5.2%	0.6	-0.2	-0.7%
> Cn1ccc(NC(=O)Nc2ccc(Cl)cc2Cl)n1
  -26.8%	-3.7%	-2.8%	-0.7%	5.8%	0.1%	-3.5	9.4	9.5%
> COc1ccc(NS(=O)(=O)c2cccc(C(=O)O)c2)cc1S(=O)(=O)N1CCOCC1
  i	-2.6%	10.2%	-0.7%	0.1%	-0.3%	-3.3	1.1	2.0%
> Clc1ccccc1CSc1nnc(-c2ccco2)c(-c2ccco2)n1
  i	13.4µM*	19.1%	?	2.5%	-26.6%	-1.0	·	7.7%
> CCN1CCN(c2ccc(S(=O)(=O)N3CCCCC3)cc2NC(=O)c2cccc(Cl)c2)CC1
  i	-9.5%	10.6%	?	-1.0%	-16.1%	2.0	0.5	21.5%
> O=C(OCC(=O)N(CCc1ccccc1)Cc1ccccc1)c1ccccc1O
  i	-1.8%	4.1%	10µM*	16.1%	16.8%	-6.2	11.1	-14.2%
> O=C(CSC1=NCCS1)N1CCN(c2ccc(Cl)cc2)CC1
  -16.4%[57.5 µM]	-10.8%	7.7%	?	?	-18.5%	2.6	-0.7	-10.1%
